# esBAF inh: blocks esBAF chromatin remodeling in mouse ES cells | actives 2% (n = 350,000) | reporter increase, % at 12.5 µM | Bmi1-luciferase knock-in reporter, 24 h; 100% = twice the neutral-well signal; in the data active = activation above about 40%;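 note: 0% = median of the plate's neutral control wells and 100% = double that signal; a rise in the Bmi1 reporter signal indicates esBAF inhibition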
# RAD54 branch: RAD54 (human) branch migration inhibition; Q92698; RAD54 Holliday junction branch migration, FAM/BHQ fluorescence; inhibition, % at 10.4 µM; actives 0.14% (n = 360,000); AID 602329;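 active = mean normalized replicate activity at least 40 and at least half of replicates scoring 40 or more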;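 note: 0% = median of neutral control wells and 100% = median of positive control wells; inhibitors cause a drop in the FAM fluorescence signal; in these data hits start at about 50%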
# F508del corr: CFTR F508del correction in bronchial cells; activity (quench increase), % at 7.58 µM; AID 720511; actives 0.36% (n = 350,000); CFBE cells, YFP halide quenching; stimulated with forskolin plus potentiator P3; % fluorescence drop versus neutral controls;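 active = mean added fluorescence quench of at least 8% versus neutral control, with both replicates also reaching 8%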;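 note: cells transiently co-express mutant CFTR-F508del with the halide-sensitive YFP; corrector assay measuring rescue of mutant channel to the surface after 24 h compound exposure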
# GSIS activator: GLuc luminescence reporter in INS-1E cells, primary screen for activators of glucose-dependent secretion of insulin; INS-1E GLuc reporter insulin secretion, 2-3 h; activation, % at 16.6 µM; actives 0.61% (n = 370,000); AID 743287;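 active = lowest replicate activation of at least 40%, so every replicate reaches that level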;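 note: 0% = median of neutral control wells and 100% = median of IBMX positive control wells; some compounds called inactive have numbers as strong as hits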
# ERAP1 inh: blocks human ERAP1 aminopeptidase activity | Q9NZ08 | recombinant ERAP1, Leu-AMC fluorescence, 60 min | inhibition, % at 10.7 µM | actives 0.15% (n = 340,000) | AID 652197;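 active = mean replicate inhibition of at least 30%, or all replicates individually reaching that 30% level; inactive = mean below 30% and not every replicate reaching it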;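 note: 0% = neutral control wells and 100% = L-leucinethiol positive control wells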
# XiGFP reactiv: X-chromosome reactivation activator; XiGFP mouse fibroblasts, % GFP-positive cells imaging, 3 d; cells co-treated with 5-aza-dC sensitizer; scaled so ellipticine positive control = 100%; activation, % at 7.58 µM; actives 0.055% (n = 360,000); AID 743238;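 active = mean normalized replicate activation at least 10% and every replicate at or above 10%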;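 note: 0% = median of on-plate neutral control wells and 100% = ellipticine 6 µM median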
#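 assay system = SV40-immortalized XiGFP fibroblast cells, line 68-5-11 | buffer or medium = DMEM plus 5-aza-dC sensitizer | doses = single-point pinned compound dosing | times = 3-day compound exposure, then 15 min fixation at room temperature | benchmarks = positive control ellipticine, 6 µM final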
# RAD52 inh: inhibitors of human RAD52 DNA annealing; AID 651710; actives 0.46% (n = 360,000); inhibition, % at 18.7 µM; recombinant RAD52 DNA annealing, FRET fluorescence;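 active = every replicate showing at least 50% inhibition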
# Target sequence (P43351 whole entry, looked up): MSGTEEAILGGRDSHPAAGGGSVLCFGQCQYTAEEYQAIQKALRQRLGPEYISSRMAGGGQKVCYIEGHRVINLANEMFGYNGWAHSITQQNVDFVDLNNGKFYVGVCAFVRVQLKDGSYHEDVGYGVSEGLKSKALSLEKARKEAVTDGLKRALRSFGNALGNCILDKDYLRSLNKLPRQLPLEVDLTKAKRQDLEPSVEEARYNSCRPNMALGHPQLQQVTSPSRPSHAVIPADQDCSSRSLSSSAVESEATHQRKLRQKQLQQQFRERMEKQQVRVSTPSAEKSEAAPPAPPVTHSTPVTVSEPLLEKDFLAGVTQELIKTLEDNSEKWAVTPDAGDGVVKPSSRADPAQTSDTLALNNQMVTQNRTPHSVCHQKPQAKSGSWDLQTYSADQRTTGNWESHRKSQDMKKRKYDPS
# ARNT-TACC3 inh: ARNT/TACC3 interaction disruption; Q9Y6A5; AlphaScreen His-ARNT PAS-B/GST-TACC3 binding, luminescence; TACC3 fragment carries E629A point mutation; inhibition, % at 9.99 µM; actives 0.66% (n = 390,000);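 active = mean inhibition of replicates at least 50% and at least half of replicates each reaching 50%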;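 note: 0% = complete ARNT plus TACC3 wells and 100% = ARNT alone without TACC3; many hits fall short of the cut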
# An asterisk follows results filed as active; / = no result given.
# Fields: F508del corr	XiGFP reactiv	ARNT-TACC3 inh	ERAP1 inh	esBAF inh	RAD52 inh	GSIS activator	RAD54 branch
- C[C@H](CO)N1C[C@H](C)[C@@H](CN(C)Cc2ccc3c(c2)OCO3)Oc2c(cccc2N(C)C)C1=O
 : -2.9	-0.2	11	1	-1	8	-1	-1
- Cc1ccc(F)c(CNC(=O)C2(C)CCCN2C(=O)C(C)C)c1F (stereo not given)
 : -4.0	0.0	/	-1	-5	-8	-4	-1
- COc1ccc(NC(=O)N[C@@H]2CC[C@@H](CC(=O)NC3CCC3)O[C@@H]2CO)cc1
 : 2.4	0.1	-8	-1	3	12	9	1
- O=C(c1ccc2c(c1)OCO2)N1CCN(S(=O)(=O)N2CCCCC2)CC1
 : -0.4	0.0	-1	-5	3	-9	31	14
- CC(C)(C)C1CCC(OC(=O)C[N+]2(C)CCCCC2)CC1 (stereo not given)
 : 1.0	0.0	-1	3	/	-6	-4	/
- CCCC(=O)Nc1ccc2c(c1)C(=O)N(C)[C@@H]1CC[C@H](CC(=O)O)O[C@@H]1CO2
 : -2.8	0.0	-5	0	-4	10	0	-4
- O=C(N/N=C/c1ccc(Cl)c([N+](=O)[O-])c1)c1ccc2c(c1)OCCO2
 : -0.4	0.3	6	0	7	-19	-9	7
- COc1ccccc1OCC(=O)Nc1sc2c(c1C(N)=O)CCC2
 : 2.9	0.0	-2	-2	77*	-27	/	6
- CC(C)CCNC(=O)c1ccc(OC2CCN(S(=O)(=O)N(C)C)CC2)cc1
 : 2.5	0.2	-11	-1	/	-11	-7	2
- C[C@H]1CN([C@@H](C)CO)C(=O)c2cc(C3=CCCC3)cnc2O[C@H]1CN(C)C(=O)NC1CCCC1
 : -3.9	0.7	/	2	-2	9	6	3
- CCOc1ccc(Br)cc1S(=O)(=O)Nc1ccc(C(=O)OCC(=O)Nc2ccc(C#N)cc2)cc1
 : -0.6	0.2	-2	2	-3	-9	-13	/
- COc1cc(NC(=O)c2cnn3c(C(F)F)cc(C4CC4)nc23)c(OC)cc1Cl
 : 1.4	0.0	14	-5	-3	-12	4	/
- CC=Cc1ccc2n(c1=O)C[C@H]1[C@H](CO)[C@@H](C(=O)NCCc3cn(C)cn3)[C@@H]2N1C(=O)C1CCCC1 (mixture of isomers)
 : -3.4	0.8	-1	/	-1	-2	3	5
- O=c1c([N+](=O)[O-])c(N2CCOCC2)c2ccccc2n1Cc1ccccc1
 : 0.9	0.3	10	2	/	-17	21	/
- O=C(O)CC1SC(=Nc2cccc(C(F)(F)F)c2)NC1=O (stereo not given)
 : /	/	-2	/	-2	/	-5	-4
- O=C(N/N=C/c1cccc2ccccc12)c1cc(C2CC2)[nH]n1
 : 0.7	0.1	8	0	26	-15	-5	2
- CCCOc1ccc(-c2c(C(=O)N/N=C/c3ccccc3OCC)nnn2-c2nonc2N)cc1
 : -0.3	0.1	7	-4	0	-5	10	-5
- CCCCCC1CC(CC(=O)O)C(=O)O1 (stereo not given)
 : /	/	2	/	-4	/	-9	-8
- N#C[C@@H]1[C@H](c2ccccc2-c2cccc(F)c2)[C@H](CO)N1C(=O)Nc1cc(F)ccc1F
 : 4.1	0.1	/	-5	/	-4	-9	/
- CN(C)CCOC(=O)CC12CC3CC(C1)CC(CC(=O)OCCN(C)C)(C3)C2
 : -2.1	0.1	-2	-10	/	-6	-2	-8
- O=C(O)c1ccc(Nc2nc(-c3cccnc3)cs2)cc1O
 : -0.4	0.0	20	-42	3	-9	1	-21
- O=C(C[C@H]1CC[C@H]2[C@@H](COC[C@H](O)CN2Cc2cccc(F)c2)O1)NCC1CCCCC1
 : -0.6	-0.1	10	0	1	10	-19	7
- COC(=O)c1cc(C(=O)OCC(=O)NC2CCS(=O)(=O)C2)cc([N+](=O)[O-])c1 (stereo not given)
 : -2.0	0.1	6	-2	/	-4	-6	/
- O=C(CSc1nc2c(cnn2-c2ccccc2)c(=O)[nH]1)NC1CCS(=O)(=O)C1 (stereo not given)
 : 1.0	0.2	/	-5	/	-17	11	/
- Cn1ccsc1=NC(=O)c1cccc(C#N)c1
 : 0.7	0.0	-6	-2	26	-12	7	-3
- CCC(=O)N[C@@H]1CC[C@@H](CCn2cc(C3CC3)nn2)O[C@@H]1CO
 : -0.7	-0.5	-12	-3	1	4	6	0
- CN(C(=S)Nc1cccnc1)c1ccc(O)cc1
 : /	0.5	29	2	/	3	-1	2
- C[C@H](O)C#Cc1ccc2c(c1)O[C@@H](CN(C)C(=O)Cc1ccccn1)[C@H](C)CN([C@@H](C)CO)S2(=O)=O
 : -2.7	0.0	4	-1	4	-2	9	1
- N#C/C(=C\c1ccc(-c2ccccc2C(=O)O)o1)c1nc2ccccc2[nH]1
 : 1.2	0.1	-5	5	14	-54	-22	0
- C/C=C/c1ccc([C@@H]2[C@@H](CO)N[C@@H]2CN(CC)C(=O)c2ccccn2)cc1
 : 2.8	0.0	-5	-1	-1	-3	5	3
- O=S(=O)(Nc1cccc2ccccc12)c1cccs1
 : 2.4	0.3	-1	6	/	-13	12	6
- O=C(NCc1ccccc1)[C@H]1CCCN1
 : -2.6	-0.1	/	1	/	3	/	/
- Cc1nn(-c2cccc(C(F)(F)F)c2)c(=O)c2ccccc12
 : 2.6	0.5	-2	-1	16	-16	16	1
- Nc1c2c(nc3sc4c(c13)CCCC4)CCCCCC2
 : -0.8	0.0	-2	3	5	-6	6	19
- COc1ccc(C)cc1N(CC(=O)Nc1cccnc1)S(=O)(=O)c1ccc(C)cc1
 : 4.1	0.0	-2	17	-7	-18	-9	-5
- CCc1nc(Nc2ccccc2OC)c2oc3ccccc3c2n1
 : 0.9	-0.1	36	1	-3	4	2	1
- COc1ccc(C(=O)O)cc1S(=O)(=O)Nc1ccc(Oc2ccccc2)cc1
 : -1.7	0.3	-2	-3	-6	-17	0	-6
- Cc1ccc(C2NC(=S)NC3=C2C(=O)CC(C)(C)C3)cc1 (stereo not given)
 : /	0.2	-5	0	/	-8	15	/
- O=C(CCn1c(=O)oc2ccccc21)N1CCc2ccccc21
 : /	/	-1	/	41*	/	47	-1
- Cc1ccc(CC(=O)Nc2ccncc2)cc1
 : 1.1	0.2	1	1	-16	-6	-6	10
- C=CCn1c(SCc2cc([N+](=O)[O-])cc3c2OCOC3)nc2cc(C(=O)O)ccc2c1=O
 : -2.4	/	-21	/	/	-10	9	-5
- CCOc1ccccc1N(C)S(=O)(=O)c1ccc2[nH]cc(C(=O)N(CCOC)CCOC)c(=O)c2c1
 : -4.7	0.1	1	4	-6	-18	-6	-4
- Cc1cc(C)c(NC(=O)c2cnn(C)c2)c(C)c1
 : /	0.1	-5	/	/	/	16	6
- c1cnn(Cc2cnc(N3CCOCC3)s2)c1
 : -2.5	0.4	2	-2	/	12	-4	/
- CC(C)Cn1c(=O)c(C(=O)NCc2ccc3c(c2)OCO3)c(O)c2ccccc21
 : -1.5	0.0	3	0	13	-16	-11	-5
- C[C@@H]1CN([C@H](C)CO)C(=O)c2cccc(NC(=O)c3ccc(-c4nccs4)cc3)c2O[C@@H]1CN(C)Cc1ccccc1
 : -1.5	0.0	-3	-2	0	14	-1	-12
- O=C(NC(Nc1nc2ccc([N+](=O)[O-])cc2s1)(C(F)(F)F)C(F)(F)F)c1ccccc1
 : /	/	34	/	-45	/	-9	-3
- Cc1ccc(CSc2nc3ccsc3c(=O)n2Cc2ccccn2)cc1
 : /	0.0	9	/	/	/	-6	3
- Cc1noc(C)c1S(=O)(=O)Nc1ccc2c(c1)C(=O)N([C@@H](C)CO)C[C@@H](C)[C@@H](CN(C)C(=O)Nc1ccccc1)O2
 : -0.7	0.0	-4	-5	-2	-14	4	2
- O=C(CCCN1CCC(C(=O)c2ccc(F)cc2)CC1)c1ccc(F)cc1
 : 0.5	-0.1	1	-4	-2	-27	-13	7
- CC(C)c1ccccc1NC(=S)N(C)C
 : 0.6	0.0	-10	5	/	-2	2	0
- CCC(=O)Nc1ccc(S(=O)(=O)NC[C@H]2O[C@@H](n3cnc4c(=O)[nH]c(N)nc43)[C@H](O)[C@@H]2O)cc1
 : 1.4	-0.1	/	2	1	-19	4	13
- COc1cccc(CN2CC(C(=O)N(C)C3CCOCC3)CCC2=O)c1 (stereo not given)
 : 0.9	0.0	1	-2	1	-2	2	7
- CC(=O)Nc1ccc(NC(=O)c2cc(=O)c3ccccc3o2)cc1
 : 2.0	0.1	-1	-2	-1	-19	8	4
- O=C(COC(=O)c1ccc([N+](=O)[O-])cc1Cl)NC(=O)c1ccccc1
 : -1.9	0.2	12	-1	-7	-1	-3	2
- CC[C@H]1OC(=O)[C@H](C)[C@@H](O[C@H]2C[C@@](C)(OC)[C@@H](O)[C@H](C)O2)[C@H](C)[C@@H](O[C@@H]2O[C@H](C)C[C@H](N(C)C)[C@H]2O)[C@](C)(O)C[C@@H](C)[C@@H]2N[C@@H](COCCOC)O[C@H]([C@H]2C)[C@]1(C)O
 : 0.4	0.1	-2	-9	6	37	/	5
- Cc1ccccc1CCN(C(=O)CN1C(=O)c2ccccc2S1(=O)=O)C(C(=O)NCC1CCCO1)c1ccncc1 (stereo not given)
 : /	0.3	13	/	/	/	-11	-5
- Cc1cccc(NC(=O)c2nc[nH]c2C(=O)N[C@@H](CCCCNC(=O)OC(C)(C)C)C(=O)OC(C)(C)C)c1
 : 0.6	0.0	3	-2	3	4	/	9
- CCc1ccc(-c2cc(C)no2)cc1S(=O)(=O)NCc1ccco1
 : 0.9	0.0	1	-1	-3	-12	-20	/
- COc1ccc(NC(=O)[C@@H]2CC=C[C@@H]3CCN(Cc4ccccc4)C(=O)[C@@H]32)cc1
 : 0.5	-0.1	/	/	10	-5	-15	-12

# Three entries from above, sorted by their value in RAD52 inh, smallest number first:
compound | RAD52 inh
O=C(CCCN1CCC(C(=O)c2ccc(F)cc2)CC1)c1ccc(F)cc1 | -27
CCc1ccc(-c2cc(C)no2)cc1S(=O)(=O)NCc1ccco1 | -12
C[C@@H]1CN([C@H](C)CO)C(=O)c2cccc(NC(=O)c3ccc(-c4nccs4)cc3)c2O[C@@H]1CN(C)Cc1ccccc1 | 14

# Next part
# Fields: F508del corr	XiGFP reactiv	ARNT-TACC3 inh	ERAP1 inh	esBAF inh	RAD52 inh	GSIS activator	RAD54 branch
- c1ccc(COc2cccc(CN3CCCCC3)c2)cc1
 : 3.4	0.0	15	1	-5	-9	4	2
- CC(C(=O)Nc1cccnc1)C1Sc2ccccc2NC1=O (stereo not given)
 : -4.5	0.1	18	-1	/	-13	12	-2
- Cn1c(CCC(=O)OCC(=O)NCc2ccc3c(c2)OCO3)nc(=O)c2ccccc21
 : 1.3	0.3	-7	/	-7	-14	-1	2
- CCN(CC)c1ccc(/C=N/NC(=O)c2nnn(-c3nonc3N)c2-c2ccc(C)cc2)cc1
 : 1.9	0.1	-3	-4	-11	-6	26	-5
- COCCOc1cc(NC(=O)CS(=O)CC(=O)N(C)C)c(Cl)cc1Cl (stereo not given)
 : 1.0	0.2	/	1	/	-10	6	/
- CCCN(C)C[C@@H]1Oc2cc(C#CC(C)C)ccc2S(=O)(=O)N([C@@H](C)CO)C[C@H]1C
 : -2.0	0.0	-2	4	-2	-5	12	-1
- COc1ccc(C(C(=O)NC(C)(C)C)N(C(=O)CNC(=O)c2cccs2)c2ccc(C)cc2)cc1OC (stereo not given)
 : 1.0	/	-27	2	10	-6	-11	-20
- C[C@H](CO)N1C[C@H](C)[C@H](CN(C)Cc2ccncc2)OCc2cnnn2CCCC1=O
 : 2.3	0.3	/	/	-6	/	-6	/
- CCN(C(=O)COC(=O)CCC(=O)c1cccs1)c1c(N)n(Cc2ccccc2)c(=O)[nH]c1=O
 : 0.2	-0.1	-7	6	5	-24	6	11
- CC(=O)Oc1ccc(N(C(C)=O)S(=O)(=O)c2cc([N+](=O)[O-])ccc2C)cc1
 : /	0.0	-3	/	/	/	12	-6
